# CSM14.1 death rescue = rescue of cells from ER stress-induced death, primary screen, 384-well, CSM14.1, thapsigargin, ATP luminescence (AID 1222) | cellular ATP content (survival), % at 20 µM, or EC50 in µM where a hit was titrated | CSM14.1 thapsigargin-induced death rescue, ATP luminescence; higher % means a stronger effect | 190,000 tested, under 10 active;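 active = EC50 below 50 µM in the dose-response confirmation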;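 also: death triggered by thapsigargin at about 15 µM added after 2 h compound pretreatment; cell ATP read after overnight thapsigargin exposure of roughly 18 to 22 hours; normalized against plate controls of thapsigargin alone and 5% DMSO vehicle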
# NOD2 inhibition = NOD2 signaling inhibitors, cell-based, luminescence, uHTS, HEK293 (AID 1566) | HEK293 NOD2/NF-kB luciferase reporter, luminescence; higher % means a stronger effect | inhibition, % at 4 µM, or EC50 in µM where a hit was titrated | actives 0.63% (n = 290,000); also: many of its hits are not listed in these tables
# KOR beta-arrestin-1 = KOR antagonists, beta-arrestin recruitment, cell-based, luminescence, uHTS (AID 1778); Kappa-type opioid receptor (Homo sapiens); actives 0.091% (n = 290,000); one-dose inhibition, % at 10 µM; IC50 in µM for titrated hits; KOR beta-arrestin recruitment, luminescence, antagonist mode; higher % means a stronger effect; also: strong numbers were not always called active
# TNAP activation fold = human TNAP enzyme activators, primary screen, biochemical, luminescent, no phosphate acceptor, uHTS (AID 1001); activation fold at 20 µM, or EC50 in µM where a hit was titrated; purified TNAP, luminescent activation assay, no phosphate acceptor; higher activation fold means a stronger effect; actives 0.03% (n = 200,000); in the data active = activation fold from about 3, or a potency from the dose series; inactive = the rest, 99 in 100 with activation fold below about 1.6; also: many of its hits are not listed in these tables
# NTR1 agonist = agonists of NTR1, primary screen, imaging, U2OS cells, beta-arrestin-GFP, high content (AID 493036) | Neurotensin receptor type 1 (Homo sapiens), P30989 | NTR1-U2OS beta-arrestin-GFP spot imaging, agonist mode | activation, % at 20 µM | actives 0.17% (n = 330,000);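 active = activation at or above 40% of the spot to cytoplasm intensity ratio, with at least 20 cells analyzed; inconclusive = wells under 20 cells, flagged as cytotoxic or low count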;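 also: 0% = DMSO without peptide and 100% = 100 nM NTR1 peptide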
# Target sequence (P30989 whole entry, looked up): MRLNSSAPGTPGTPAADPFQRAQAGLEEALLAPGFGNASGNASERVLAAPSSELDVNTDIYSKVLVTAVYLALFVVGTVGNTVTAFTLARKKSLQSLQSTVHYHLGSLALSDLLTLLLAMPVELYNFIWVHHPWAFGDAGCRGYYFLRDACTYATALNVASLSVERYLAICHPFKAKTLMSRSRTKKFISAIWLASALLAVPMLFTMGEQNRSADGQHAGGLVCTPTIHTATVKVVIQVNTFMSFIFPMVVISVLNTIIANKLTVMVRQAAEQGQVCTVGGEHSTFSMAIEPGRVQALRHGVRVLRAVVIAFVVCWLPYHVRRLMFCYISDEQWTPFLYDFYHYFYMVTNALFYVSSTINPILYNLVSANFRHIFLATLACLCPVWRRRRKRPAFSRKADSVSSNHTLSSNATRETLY
# GPR55 activation = GPR55 agonists via beta-arrestin recruitment, primary screen, imaging, U2OS cells, beta-arrestin-GFP redistribution (AID 1961) | G-protein coupled receptor 55 (Homo sapiens) | U2OS GPR55 beta-arrestin-GFP redistribution imaging; higher % means a stronger effect | activation, % at 10 µM, or EC50 in µM where a hit was titrated | actives 0.048% (n = 290,000);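 active = activation above 40% with more than 50 cells counted in the well; inconclusive = wells holding fewer than 50 cells, flagged as toxic or sparse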;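 also: U2OS osteosarcoma cells stably expressing GPR55 and beta-arrestin-GFP; plate controls were DMSO negative control for no effect and LPI positive control for full effect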
# KOR beta-arrestin-2 = KOR agonists, beta-arrestin recruitment, primary screen, cell-based, luminescence, uHTS (AID 1777); Kappa-type opioid receptor (Homo sapiens); KOR beta-arrestin recruitment, luminescence; higher % means a stronger effect; activation, % at 10 µM; hits with a dose series show EC50 in µM; actives 0.02% (n = 280,000); in the data active = activation above about 50%, passing the limit was not always enough; also: a part of the inactive calls stands beside numbers as strong as those of hits
# NOD1 inhibition = NOD1 signaling inhibitors, primary screen, cell-based, luminescence, uHTS (AID 1578); NOD1-driven NF-kB luciferase reporter cells, luminescence; higher % means a stronger effect; inhibition, % at 4 µM; hits with a dose series show EC50 in µM; actives 1% (n = 290,000); in the data active = inhibition mostly above about 36%, no sharp cut-off; inactive = mostly below about 34%;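 also: HEK-293T reporter cells stimulated with the NOD1 agonist gamma-tri-DAP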
# Yfh1-off respiration = enhancers of respiration in Yfh1-depleted yeast, dose response, Friedreich's ataxia, plus single-dose screen (AID 1465) | S. cerevisiae Yfh1-off respiration, WST-1 reduction, 72 h; higher fold induction means a stronger effect | fold induction at 50 µM; hits with a dose series show EC50 in µM | actives 0.074% (n = 220,000);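 active = fold induction of absorbance versus untreated yeast above a set limit, then at least 30% activation at any dose in follow-up; inconclusive = repeats straddling the limit, or above it without dose testing; inactive = fold induction below the set limit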;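 also: activators that raise dye reduction in frataxin-depleted yeast; strong numbers were not always called active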
# NTR1 agonist cell count 20 µM = also measured in NTR1 agonist; calls as there; cell count; measured here: cell count, cytotoxicity flag
# Active calls of the source: *; i = inactive; ? = inconclusive; . = not tested or not shown; & = joins results of further samples; [ ] = dose if it differs, or a comment. Rule as the data show it, unless noted: active = inhibition above about 50%; inactive = the rest. The list is partial. The share of hits here may be higher or lower than overall.
SMILES,CSM14.1 death rescue,NOD2 inhibition,KOR beta-arrestin-1,TNAP activation fold,NTR1 agonist,NTR1 agonist cell count 20 µM,GPR55 activation,KOR beta-arrestin-2,NOD1 inhibition,Yfh1-off respiration
CCCCn1c(O)c(C(C)=NC(Cc2c[nH]c3ccccc23)C(=O)OC)c(=O)[nH]c1=O (stereo not given),1.1%,2%,32%,1,5.3,85,0.0%,-2.7%,-8%,i
Cc1ccc(C2CC3CCC(C2)N3Cc2ccccc2F)cc1 (stereo not given),.,-25%,-24%[20 µM],.,1.3,53,0.5%,7.8%,9%,.
O=[N+]([O-])c1ccc(NC2CCCC2)c2ccncc12,.,12%,-14%,.,0.9,42,-0.2%,4.5%,41%,.
O=C1CN=C(c2ccc(F)cc2)c2oc3ccccc3c2N1,.,-5%,12%,0.8,4.2,34,-0.5%,-1.6%,-43%,i
COC(=O)CSC1=NP(=S)(SCC(=O)OC)N2CCCC2=C1C#N (stereo not given),0.0%,4%,0%,1.1,1.6,36,-0.2%,-4.3%,6%,i
CCOC(=O)CNC(=O)CNC(=O)C(Cc1ccc(N(CCCl)CCCl)cc1)NC(C)=O (stereo not given),2.0%,1%,-12%,1.1,0.3,41,0.5%,-1.6%,-43%,i
COC(=O)CC1=C(C(=O)OC)C2(C(=O)N(C)c3ccccc32)C(C#N)=C(N)O1 (stereo not given),-0.1%,-3%,-29%,1,-2.6,105,0.3%,3.7%,-19%,i
C=CCN1C(=O)C2(C(C(=O)OCC)=C(N)Oc3ccccc32)c2c1c1ccccc1oc2=O (stereo not given),-1.9%,4%,8%,1,0.7,77,0.0%,13%,-5%,i
O=C(O)c1[nH]c(=O)[nH]c(=O)c1F,.,-24%,9%,.,-0.5,64,0.6%,-1.9%,-7%,i
CCC(=NCc1cccnc1)c1c(O)n(-c2ccc(C)cc2)c(=O)[nH]c1=O,.,16%,17%,.,0.9,49,0.0%,5.8%,1%,i
Cn1c(O)c(/C=C/C=Nc2ccccc2)c(=O)n(C)c1=S,-1.0%,17%,18%,1,0.4,59,-0.2%,-6.3%,-4%,i
O=P(C(c1c[nH]c2ccccc12)N1CCOCC1)(N1CCOCC1)N1CCOCC1 (stereo not given),0.6%,15%,-47%,1,1.6,40,0.0%,4.4%,23%,i
COc1ccccc1-n1c(-c2ccccc2Cl)nc2ccccc2c1=O,.,4%,35%,.,-2.4,60,-0.1%,-5.7%,-8%,.
CN(C)C(Cc1ccccc1)C(=O)c1ccccc1 (stereo not given),-4.4%,1%,-16%,1,-0.9,50,0.2%,5.1%,-12%,i
CC(C)N(Cc1ccco1)/N=C/c1c(O)n(Cc2ccccc2)c(=O)[nH]c1=O,.,-23%,38%,.,-1.4,57,-0.1%,1.1%,2%,i
Cc1cc(C)cc(NC(=S)NC2CC3CCCC(C2)N3Cc2cccs2)c1 (stereo not given),-2.0%,6%,30%,1.9,4.3,39,-0.3%,-1.0%,15%,i
Cc1ccc(/C=C2\C(=O)NC(=O)N(CCc3ccc(F)cc3)C2=O)s1,-1.4%,-10%,-106%,1,25,47,0.1%,1.9%,39%,i
CCOC(=O)Cn1cc(C(=O)c2ccccc2)c2ccccc21,.,7%,-8%,.,1.8,70,0.6%,-0.1%,-25%,.
O=[N+]([O-])c1ccc(N2CCNCC2)cc1NCc1ccco1,-2.1%,15%,-25%,0.8,-1.0,50,-0.1%,3.5%,-23%,?
CCOC(=O)C1(CCOc2ccccc2)CCN(Cc2ccccc2OC)CC1,.,-39%,-15%,.,1.9,67,-0.1%,3.2%,-3%,.
Cc1ccc(N2C(=O)NC(=O)/C(=C\c3cc(C)n(-c4sc5c(c4C#N)CCCC5)c3C)C2=O)cc1,1.1%,3%,18%,1,4.1,95,-0.1%,6.2%,13%,i
CC(=O)c1ccc(OC(=O)N(C)c2ccccc2)cc1,-0.1%,-43%,-42%[20 µM],1.1,-0.1,92,0.2%,-1.5%,-4%,i
O=C(Cc1ccccc1)N1CCN(Cc2c[nH]c3ccccc23)CC1,0.2%,9%,-6%,1,-0.2,77,0.3%,-1.5%,8%,i
CNC(=O)NC(O)C(Cl)(Cl)Cl (stereo not given),.,4%,-1%,.,0.4,67,-0.1%,1.1%,-38%,.
C[N+]1(C)[C@@H]2CC(OC(=O)[C@H](CO)c3ccccc3)C[C@H]1[C@@H]1O[C@@H]12 (stereo not given in full),-2.3%&1.0%,11%&16%,25%&-17%,1&1.1,-1.7&5.4,59&47,-0.1%&-0.5%,-1.8%&-3.1%,-20%&3%,i
O=C(Cc1ccccc1)NC(Oc1ccccc1Cl)C(Cl)(Cl)Cl (stereo not given),-0.6%,-5%,38%,0.8,1.7,63,0.2%,-0.4%,14%,i
O=C1CN=C(c2ccc[nH]2)c2cc(Cl)ccc2N1,.,34%,18%,.,1.0,67,0.3%,4.2%,19%,i
O=C1/C(=C\c2cccc([N+](=O)[O-])c2O)SC(=S)N1Cc1ccccc1,.,9.6µM*,-41%,.,.,.,0.0%,0.8%,5.9µM*,.
Cc1cc(/C=C2/C(=O)NC(=O)N(c3ccc(Br)cc3)C2=O)c(C)n1C,.,16%,14%,.,5.3,50,0.1%,4.3%,-13%,i
O=C1NC(=O)C(CCc2ccncc2)(C2CCCCC2)C(=O)N1,-0.6%,22%,8%,1.1,-0.6,49,-0.1%,-3.2%,15%,.
O=C1NC(=O)C(=Cc2ccc(N3CCN(C(=O)c4ccccc4)CC3)c([N+](=O)[O-])c2)C(=O)N1,-1.1%,4%,-9%,1,-0.9,99,0.4%,-0.1%,-22%,i
CCCC(=O)NC(Oc1ccc(OC)cc1)C(Cl)(Cl)Cl (stereo not given),-2.0%,18%,-1%[20 µM],1.1,-3.3,81,-0.1%,.,-17%,i
CC(C)(C)c1nc(NCc2ccc3c(c2)OCO3)c2nnn(Cc3ccccc3Cl)c2n1,-2.0%,2%,23%,1,2.9,50,0.7%,-6.7%,17%,i
Cc1cccc(-n2c(O)c(/C=N/Nc3nc4c(c(=O)n(C)c(=O)n4C)n3C)c(=O)[nH]c2=S)c1,0.7%,2%,-21%,1.4,-0.2,50,-0.3%,-2.7%,-20%,i
C=C(CC1CC(O)[C@]2(C)OC3CC4OC5C[C@]6(C)O[C@]7(C)CCC8OC9C[C@]%10(C)OC%11C(C)=CC(=O)OC%11CC%10OC9C[C@@H](C)C8OC7CC6O[C@]5(C)C/C=C\C4OC3CC2O1)C(=O)O (stereo not given in full),-0.5%,13%,-6%,1,0.8,93,0.2%,-2.2%,-18%,i
CC(C)n1c(=O)c(C=Nc2ccc(F)cc2)c(O)n(Cc2ccco2)c1=O,-1.9%,-12%,18%,1,-0.7,71,-0.4%,3.8%,-33%,i
CCn1c(P(C)(=O)O)nc2ccccc21,-2.8%,15%,-2%,1.1,1.6,53,-0.1%,-1.7%,-5%,i
C[C@]12CCC3[C@@H](CCC4=CC(=O)CC[C@@]43C=O)C1CCC2=O (stereo not given in full),.,-17%,-10%,.,-1.0,46,0.0%,3.9%,-11%,.
O=c1[nH]c(=O)n(CCC2=CCCCC2)c(O)c1C=NCCN1CCNCC1,-2.0%,2%,-6%,1,0.0,89,0.0%,2.3%,23%,.
O=C1NC(=O)C(=Cc2ccc(-c3ccccc3[N+](=O)[O-])o2)C(=O)N1,.,13%,11%,.,8.6,69,-0.2%,0.2%,1%,i
c1ccc(-c2cc(-c3ccccc3)[n+](-c3ccccc3)c(-c3ccccc3)c2)cc1,.,44%,-7%,.,67*,58*,0.0%,2.7%,66%*,i
Cc1ccc2[nH]c(C)c(CCNCc3cccnc3)c2c1,.,-2%,-7%,.,0.6,56,-0.2%,-1.5%,-2%,.
O=C1NC(=O)C(=Cc2ccc(N3CCOCC3)cc2)C(=O)N1,-0.1%,18%,-19%,1.2,-1.0,41,0.5%,2.6%,-46%,i
N#CCCn1cc(C(=O)Nc2ccc([N+](=O)[O-])cc2)c(-c2ccc3c(c2)OCCO3)n1,-2.6%,1%,-6%,1,-1.3,64,-0.1%,-6.6%,-6%,i
Cc1ccsc1C(=O)C1CCCN(Cc2c(C)nn(C(C)C)c2C)C1 (stereo not given),-0.2%,-14%,-16%,1.1,0.1,27,0.6%,7.5%,18%,i
CN1CCN(CCC(C#N)(c2ccccc2)c2ccccc2)CC1,-0.5%,-2%,-26%,1.1,-4.8,88,0.3%,2.9%,-40%,i
CCOC(=O)C1=C(N)Oc2ccccc2C12C(=O)N(CC(=O)OC)C(CC(=O)OC)=C2C(=O)OC (stereo not given),-1.8%,17%,1%,1,0.0,84,0.4%,-0.4%,16%,i
N#Cc1ccc(/C=C/C(=O)O)cc1,.,23%,-18%,.,-0.8,57,1.2%,0.5%,6%,i

# Next section; it opens with the 2 that closed the last part.
SMILES,CSM14.1 death rescue,NOD2 inhibition,KOR beta-arrestin-1,TNAP activation fold,NTR1 agonist,NTR1 agonist cell count 20 µM,GPR55 activation,KOR beta-arrestin-2,NOD1 inhibition,Yfh1-off respiration
CCOC(=O)C1=C(N)Oc2ccccc2C12C(=O)N(CC(=O)OC)C(CC(=O)OC)=C2C(=O)OC (stereo not given),-1.8%,17%,1%,1,0.0,84,0.4%,-0.4%,16%,i
N#Cc1ccc(/C=C/C(=O)O)cc1,.,23%,-18%,.,-0.8,57,1.2%,0.5%,6%,i
CC12CN3CC(C)(CN(C1)C3c1cccs1)C2=O (stereo not given),-0.3%,23%,-5%[20 µM],1,0.4,54,-0.1%,-2.8%,-18%,i
CCCCn1c(=O)c(C(=O)Nc2ccsc2C(=O)OC)c(O)c2ccccc21,-1.9%,21%,34%,1.2,1.5,58,-0.2%,4.3%,-13%,i
C=CCNC(=O)c1c(N)n(Cc2ccco2)c2nc3ccccc3nc12,0.3%,-5%,-12%,1.2,-0.7,41,0.2%,-1.5%,9%,i
Cc1cccc(-n2c(O)c(C=Nc3ccc(Br)cn3)c(=O)[nH]c2=O)c1,-0.8%,3%,-22%[20 µM],1.6,-1.0,84,0.2%,.,-32%,i
CCCC1(CCC)C(=O)NC(=NCc2ccccc2)NC1=O,-0.1%,-7%,-4%,1,12,71,-1.0%,5.0%,-140%,i
CC(=O)Nc1ccc(OCCF)cc1,.,15%,-10%,1,1.6,33,-0.3%,-2.8%,-29%,i
N#Cc1ccc(NC(=O)CCNC(=O)c2ccco2)cc1Cl,.,-2%,-24%,.,-1.2,46,-0.2%,-2.1%,-12%,.
